Assay outcomes as filed in PubChem.
MEKK2mut PB1 HTS – signal of MEK5 binding to mutant human MEKK2 PB1 domain; bead flow cytometry, Alexa488-MEK5 binding to MEKK2 mutant; percent response, % at 10 µM; actives 0.35% (n = 290,000); AID 1530; in the data active = percent response above about 24%, passing the limit was not always enough; note: inactives centre near 1; some results filed as inactive read as strong as hits; reference of the scale not given here
PfM18AAP inh – PfM18AAP enzyme inhibition; recombinant PfM18AAP, H-Glu-NHMec fluorogenic cleavage; inhibition, % at 7.35 µM; actives 1.2% (n = 290,000);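 active = inhibition above the campaign mean inhibition over all tested compounds plus 3 SD, cut at about 28% in these data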;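 note: 0% = plate median of test compound wells and 100% = 2 mM ZnCl2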
MEKK2 WT-MEK5 – raises or lowers MEK5 binding to wildtype human MEKK2 PB1 domain. bead flow cytometry, Alexa488-MEK5 binding to MEKK2 WT; actives lie on both sides. binding response (% of control), % at 10 µM. actives 1.1% (n = 290,000); in the data active = binding response below about 67% or above about 130%; inconclusive = no clear call, values can overlap the other calls; inactive = in between
DNA FID counter – displaces DNA intercalator in HCV helicase counter-screen | inhibition, % at 7.9 µM | actives 0.17% (n = 290,000) | DNA fluorescent intercalator displacement, fluorescence | AID 1845; in the data active = inhibition above about 37%;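 note: 0% = vehicle and 100% = reference compound; higher means more ethidium bromide displaced from hairpin DNA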
SUMO HTRF inh – inhibitors of human SUMOylation (UBC9) | inhibition, % at 35 µM | actives 0.36% (n = 290,000) | P63279 | HTRF SUMOylation assay, SAE1/SAE2 + UBC9, in vitro; in the data active = inhibition above about 50%, passing the limit was not always enough; inconclusive = no clear call, values can overlap the other calls; note: strong numbers were not always called active
Target sequence (P63279 whole entry, looked up): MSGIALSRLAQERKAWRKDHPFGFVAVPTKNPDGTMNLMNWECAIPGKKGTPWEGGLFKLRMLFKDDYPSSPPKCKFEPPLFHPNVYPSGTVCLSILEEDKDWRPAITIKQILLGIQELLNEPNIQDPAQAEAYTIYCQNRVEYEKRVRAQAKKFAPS
IMP-1 inh – inhibitors of Pseudomonas aeruginosa IMP-1 metallo-beta-lactamase. purified IMP-1, nitrocefin hydrolysis, epi-absorbance fluorescence. inhibition, % at 5.6 µM. actives 0.45% (n = 290,000). AID 1556;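 active = inhibition above the mean plus 3 SD of all compounds in the same screening run, cut at about 4.5% in these data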;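 note: 0% = IMP-1 with DMSO and 100% = DMSO wells lacking enzyme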
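system = purified recombinant IMP-1 beta-lactamase | amount = 0.2 nM IMP-1, as dispensed | medium = HEPES buffer pH 7.1 with ZnSO4 and Brij 35 | times = 25 °C, 15 min preincubation, 25 min reaction | detection = plate fluorescence quenching by hydrolysis product, ex 480/em 530 nm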
NALP1 yeast inh – inhibitors of NALP1 inflammasome in yeast; S. cerevisiae NALP1/ASC/caspase-1 growth, X-gal OD620, 72 h; AID 2071; actives 0.61% (n = 280,000); inhibition, % at 10 µM; in the data active = inhibition mostly above about 24%, no sharp cut-off; inactive = mostly below about 32%; note: some compounds called inactive have numbers as strong as hits
NS3 helicase inh – inhibitors of Hepatitis C virus NS3 helicase | inhibition, % at 10.9 µM | AID 1800 | NS3 helicase DNA unwinding, Cy5 molecular beacon fluorescence | actives 0.56% (n = 290,000);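 active = inhibition above the mean of all tested compounds plus 3 SD, set per campaign, cut at about 35% in these data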;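 note: 0% = DMSO wells and 100% = thioflavine S control wells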
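Test system: hepatitis C virus NS3 helicase domain fragment enzyme. Also added: annealed dual-labelled DNA beacon duplex, ATP-started. Timing: 60 min unwinding reaction at 25 °C after ATP addition. Technique: Cy5 fluorescence. Measure: % inhibition of unwinding.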
VIM-2 inh – inhibitors of Pseudomonas aeruginosa VIM-2 metallo-beta-lactamase; purified VIM-2, nitrocefin hydrolysis, epi-absorbance fluorescence; inhibition, % at 5.6 µM; actives 0.89% (n = 290,000);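 active = inhibition above the mean of all tested compounds plus 3 SD, cutoff set per screening run, cut at about 7.5% in these data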;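 note: red hydrolysis product quenches plate fluorescence so inhibitors raise well fluorescence; 0% = enzyme with DMSO and 100% = DMSO without enzyme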
Active calls of the source: *; ? = inconclusive; · = not tested or not shown.

SMILES	MEKK2mut PB1 HTS	PfM18AAP inh	MEKK2 WT-MEK5	DNA FID counter	SUMO HTRF inh	IMP-1 inh	NALP1 yeast inh	NS3 helicase inh	VIM-2 inh
O=C(CSc1nnc(COc2cccc3ccccc23)o1)N1CCN(C(=O)c2ccco2)CC1	0.0	-5.5	91.0	-48.4	5.2	-4.8	-44.5	-2.4	-1.7
COc1ccc(-c2nnc3ccc(SCc4ccccc4)nn23)cc1	2.0	5.5	105.0	-8.0	5.0	-2.7	-7.7	2.3	-4.3
CCCNC(=O)NC1C(NC(=O)NCCC)N(C)C(=O)N1C (stereo not drawn)	5.0	-1.4	105.0	-2.4	0.8	-0.1	35.2	-4.6	-0.8
Cc1sc2nc(N3CCOCC3)[nH]c(=O)c2c1-c1ccccc1	-1.0	-0.6	97.0	3.7	24.9	-3.7	25.3	-10.9	-1.9
Cc1sc2ncnc(N3CCC(C(=O)Oc4cccc(Cl)c4Cl)CC3)c2c1C	3.0	-4.0	104.0	-2.1	-2.2	-4.0	0.4	3.1	-1.4
CCCCn1c(SCc2nc3ccccc3s2)nc2ccccc2c1=O	13.0	-7.0	124.0	-8.8	-17.5	-2.9	31.2	-5.0	-2.1
CCc1cccc(CC)c1NC(=O)c1ccc(-n2cncn2)nc1	5.0	-8.5	104.0	-1.4	12.6	-2.0	14.6	2.6	-1.4
Cn1c(=O)c2c(c3ccccc31)OC(C)(C)CC2	-3.0	-8.3	91.0	-9.0	-16.0	0.3	-15.9	-12.5	-2.4
COc1ccc(/C=C/C(=O)OCC(=O)Nc2ccc(C)cc2)cc1S(=O)(=O)N1CCOCC1	2.0	5.3	106.0	-26.9	-9.1	-3.6	36.7	-2.5	0.4
CCOC(=O)CSc1nnc(CNC(=O)c2ccc(S(=O)(=O)N(C)C)cc2)n1C	3.0	0.0	103.0	-3.8	19.3	-1.9	14.5	-9.2	-2.1
O=S1(=O)N=C2CCCCCN2C(c2ccc(Cl)cc2)N1 (stereo not drawn)	-3.0	0.8	94.0	0.4	2.0	-2.4	0.2	-4.9	-1.3
CN(C)S(=O)(=O)Oc1ccccc1C(=O)Nc1cccc(C(F)(F)F)c1	5.0	6.3	106.0	-0.8	15.7	-1.0	-5.7	-4.3	2.4
COc1ccc(-c2oc(NC(=O)CCl)c(C#N)c2-c2ccc(OC)cc2)cc1	13.0	-3.6	109.0	-15.7	5.4	-6.0	-10.7	12.1	-4.4
COc1cc(NC(=S)N2CCOCC2)c(OC)cc1Cl	-16.0	-7.3	90.0	-5.9	7.0	-4.5	8.8	4.6	-1.4
CCCCN(C)Cc1c(C)[nH]c2ccc(C)cc2c1=O	-1.0	-2.4	101.0	2.9	4.0	-1.1	4.9	-2.0	-1.1
CC(C)CN(CC(C)C)C(=O)CS(=O)(=O)Cc1ccccc1	1.0	-3.1	98.0	-23.4	12.3	-6.3	16.2	11.7	-1.5
COc1ccc(C2C(C(=O)N3CCOCC3)=C(C)NC3=C2C(=O)CC(C)(C)C3)cc1O (stereo not drawn)	4.0	10.3	101.0	-10.0	4.1	-3.1	-15.8	0.9	-1.1
COC(=O)C1CCN(C(=O)Cc2ccccc2OC)CC1	0.0	-5.8	96.0	-7.7	0.9	-1.3	1.4	4.6	-1.9
CCCOc1ccc(CCc2n[nH]c(=S)n2-c2ccccc2)cc1	2.0	3.7	102.0	-32.2	-10.2	-3.3	-0.2	12.7	-2.1
Cc1cc(C)c2c(N)c(-c3nnc(SCc4ccc(Cl)cc4)n3C)sc2n1	-3.0	5.0	92.0	-7.2	5.8	-5.2	-11.5	3.5	-2.4
O=C(CN1CCN(CC(=O)Nc2ccc(OCc3ccccc3)cc2)CC1)Nc1ccc(F)cc1	3.0	-3.7	102.0	-2.7	·	-2.8	·	-19.9	-1.7
CC(C)NC(=S)N1CCN(Cc2ccc3c(c2)OCO3)CC1	-3.0	1.9	91.0	-2.7	14.2	-1.9	4.2	0.9	0.0
O=C(CSc1ccccc1)Nc1nnc(C2CC2)s1	1.0	5.8	98.0	-13.0	-0.9	-0.2	14.8	8.9	0.9
COc1ccccc1-c1n[nH]c(=S)n1Cc1ccccc1	13.0	17.1	110.0	-15.5	7.8	-2.3	1.9	0.0	25.4*
CC(=O)NC1C(=O)N=C(SCC(=O)NC(C)c2ccccc2)NC1=O (stereo not drawn)	·	14.1	·	1.6	-22.1	1.4	-16.2	0.4	0.7
O=C(NCc1ccccc1)NC(=O)c1ccc(Cl)cc1	8.0	4.1	109.0	-4.8	-1.4	-3.2	7.1	3.7	-2.9
N#C/C(=C\c1ccc(OCc2ccccc2)cc1)C(=O)Nc1nc2c(s1)CCN(Cc1ccccc1)C2	6.0	-0.2	113.0	-5.2	7.6	-0.2	39.4	-0.8	0.2
CC(C(=O)Nc1ccccn1)N1C(=O)C2C3C=CC(C3)C2C1=O (stereo not drawn)	-1.0	-13.3	100.0	2.7	-26.0	-0.6	15.5	-2.8	-1.7
Cc1ccc(-c2cc(C(=O)Nc3cccc(S(=O)(=O)N(C)C)c3)c3ccccc3n2)o1	-1.0	-84.4	89.0	-20.4	15.4	-2.0	16.5	-2.4	-3.1
O=C(NC1CCCc2ccccc21)c1ccc([N+](=O)[O-])cc1 (stereo not drawn)	2.0	3.9	100.0	-3.4	6.0	-1.2	-11.6	3.4	0.1
COc1ccc(NS(=O)(=O)c2ccc(N3CCOCC3)c(NC(=O)C(C)C)c2)cc1	1.0	-19.0	100.0	-14.2	2.6	-4.0	7.7	10.4	-3.1
COc1ccc(C(=O)Nc2cc(C)c(NC(=O)c3ccccn3)cn2)cc1	9.0	1.5	107.0	-39.1	3.2	-4.2	13.9	0.8	-2.7
COc1cc(NC(=O)c2cccc(C)c2)c(Cl)cc1[N+](=O)[O-]	0.0	1.9	102.0	0.3	2.6	-3.1	22.3	-6.4	-2.8
CCc1ccc(NC(=O)CNC(=O)[C@@H]2Cc3ccccc3CN2)cc1	1.0	-2.4	106.0	11.2	5.4	-2.0	9.1	-5.1	-1.1
COc1ccc(Cl)cc1-c1nc(SCC(=O)NCCN2C(=O)CSC2=O)n[nH]1	-1.0	4.6	101.0	-10.9	-8.7	-1.5	11.4	-6.1	-3.5
CCN(CC)c1ccc(Nc2nc(Cl)ncc2Br)cc1	3.0	-26.4	104.0	-4.6	-12.6	-4.2	38.0	0.2	-1.1
COc1ccc(CC(=O)OCC(=O)NC(=O)NC23CC4CC(CC(C4)C2)C3)cc1	-6.0	4.8	90.0	-24.1	-9.5	-3.7	9.5	-6.0	-2.8
CC(=O)Nc1ccc(N(C(=O)c2ccccn2)C(C(=O)NC2CCCCC2)c2ccc(F)cc2)cc1 (stereo not drawn)	-1.0	5.0	92.0	-37.2	14.5	-3.7	1.9	2.6	-2.9
CCOC(=O)CSC1=C(C#N)C(c2ccco2)C(C(=O)Nc2cccc(C(F)(F)F)c2)=C(C)N1 (stereo not drawn)	-3.0	2.2	93.0	-19.7	-25.6	-4.1	8.3	-8.1	-2.3
CCN1C(=NCC(C)C)N[C@@H](c2cccc(C(F)(F)F)c2)C(C(=O)OC)=C1C	12.0	1.1	106.0	25.6	-6.4	-3.5	9.0	-59.7	-1.5

Given as labelled records: 4 of the compounds above
Cc1sc2nc(N3CCOCC3)[nH]c(=O)c2c1-c1ccccc1
  MEKK2mut PB1 HTS: -1.0; PfM18AAP inh: -0.6; MEKK2 WT-MEK5: 97.0; DNA FID counter: 3.7; SUMO HTRF inh: 24.9; IMP-1 inh: -3.7; NALP1 yeast inh: 25.3; NS3 helicase inh: -10.9; VIM-2 inh: -1.9
COc1ccc(NS(=O)(=O)c2ccc(N3CCOCC3)c(NC(=O)C(C)C)c2)cc1
  MEKK2mut PB1 HTS: 1.0; PfM18AAP inh: -19.0; MEKK2 WT-MEK5: 100.0; DNA FID counter: -14.2; SUMO HTRF inh: 2.6; IMP-1 inh: -4.0; NALP1 yeast inh: 7.7; NS3 helicase inh: 10.4; VIM-2 inh: -3.1
CCN(CC)c1ccc(Nc2nc(Cl)ncc2Br)cc1
  MEKK2mut PB1 HTS: 3.0; PfM18AAP inh: -26.4; MEKK2 WT-MEK5: 104.0; DNA FID counter: -4.6; SUMO HTRF inh: -12.6; IMP-1 inh: -4.2; NALP1 yeast inh: 38.0; NS3 helicase inh: 0.2; VIM-2 inh: -1.1
CCCCN(C)Cc1c(C)[nH]c2ccc(C)cc2c1=O
  MEKK2mut PB1 HTS: -1.0; PfM18AAP inh: -2.4; MEKK2 WT-MEK5: 101.0; DNA FID counter: 2.9; SUMO HTRF inh: 4.0; IMP-1 inh: -1.1; NALP1 yeast inh: 4.9; NS3 helicase inh: -2.0; VIM-2 inh: -1.1

Following part:
SMILES	MEKK2mut PB1 HTS	PfM18AAP inh	MEKK2 WT-MEK5	DNA FID counter	SUMO HTRF inh	IMP-1 inh	NALP1 yeast inh	NS3 helicase inh	VIM-2 inh
O=C(O)CCCN1C(=O)/C(=C/c2ccc(-c3nc4ccccc4s3)o2)SC1=S	·	-7.7	·	-2.0	4.3	1.3	22.9	3.3	-0.6
CN(C(=S)Nc1ccc(SC(F)F)cc1)c1ccc(O)cc1	0.0	22.4	107.0	2.0	?	-2.6	·	35.8	-2.2
COc1ccc2nc(Nc3nc(C)c(C(C)=O)s3)sc2c1	-2.0	4.0	95.0	-13.8	-84.8	-4.3	-6.5	6.7	-3.3
CN(CC1CCOCC1)C(=O)CC1C(=O)NCCN1CC(c1ccccc1)c1ccccc1 (stereo not drawn)	5.0	6.0	109.0	-30.6	7.5	-0.2	6.5	-7.6	-3.0
COc1ccc(/C(C)=N/NC(=O)CNC(=O)COc2ccccc2)c(OC)c1	-2.0	-2.9	96.0	-29.6	-5.5	-1.5	13.1	-9.3	-3.6
Cc1ccc(-c2csc(N(CCCN(C)C)C(=O)c3ccco3)n2)cc1	30.0	3.5	202.0*	20.0	16.4	-1.4	13.7	-68.7	0.9
CC(=O)N(c1ccccc1)c1c(F)c(F)c(F)c(F)c1F	1.0	6.7	98.0	0.4	14.2	2.5	-19.1	9.9	2.7
O=C(COC(=O)c1ccc(F)cc1)Nc1ccccc1N1CCOCC1	4.0	-2.9	102.0	-15.7	8.0	0.9	-47.7	-1.9	-2.3
COc1ccc(C(=O)N(CC2CCCO2)C(C(=O)NC2CCCC2)c2ccc(C)cc2)cc1OC (stereo not drawn)	4.0	-8.2	102.0	-43.2	-12.0	-3.1	34.1	-1.4	-2.1
Cc1cccnc1NC(=O)CCc1nnc2ccc(NCc3ccco3)nn12	-2.0	26.0	96.0	-3.6	15.5	-1.2	16.2	5.9	0.0
COc1ccc(NC(=O)c2c(Cl)cnn2C)c(C)c1	-3.0	-3.0	101.0	-1.5	1.4	-2.1	3.0	4.2	-1.1
O=C(COc1cccc2cccnc12)N/N=C1\SCC(=O)N1CCc1ccccc1	-5.0	1.5	96.0	-28.7	1.3	-1.7	-3.6	-2.7	-3.5
O=C1CCC(c2ccccc2)N1C(=O)c1cccnc1 (stereo not drawn)	0.0	-4.7	100.0	0.6	7.2	-1.9	-2.6	-5.2	-3.2
Clc1ccc(-c2nnc3cccc(Cl)n23)c(Cl)c1	·	2.1	·	-2.8	-14.8	-2.9	4.8	-5.2	-0.7
